STK33 kin inh = STK33 kinase inhibitors, primary screen, biochemical, luminescence, ADP-Glo, MBP substrate. actives 0.44% (n = 27,000). AID 2322, 2010. Serine/threonine-protein kinase 33 (Homo sapiens), Q9BYT3. inhibition, % at 12.5 µM; in the data active means inhibition above about 20%; inconclusive means no clear call, values can overlap the other calls
Target sequence (Q9BYT3 whole entry, looked up): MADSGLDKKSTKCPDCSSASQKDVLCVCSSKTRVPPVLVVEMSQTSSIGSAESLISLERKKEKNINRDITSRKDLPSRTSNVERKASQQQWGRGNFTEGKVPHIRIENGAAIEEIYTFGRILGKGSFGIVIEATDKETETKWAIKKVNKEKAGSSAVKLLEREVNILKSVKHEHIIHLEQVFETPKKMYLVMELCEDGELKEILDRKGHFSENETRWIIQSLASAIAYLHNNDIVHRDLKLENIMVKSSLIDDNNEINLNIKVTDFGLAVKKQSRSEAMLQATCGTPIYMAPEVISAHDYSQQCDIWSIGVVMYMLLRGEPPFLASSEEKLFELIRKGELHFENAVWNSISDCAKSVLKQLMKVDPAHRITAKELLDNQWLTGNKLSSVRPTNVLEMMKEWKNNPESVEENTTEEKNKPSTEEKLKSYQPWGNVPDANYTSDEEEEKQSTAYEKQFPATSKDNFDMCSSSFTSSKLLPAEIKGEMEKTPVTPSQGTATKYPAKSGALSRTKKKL
p53 PUMA act = mutant p53 pathway re-activators, primary screen, cell-based, SW480, luciferase, single point, HTS | SW480 PUMA-promoter luciferase, p53 mutant reactivation | activation, % at 9.98 µM | actives 1.5% (n = 28,000); in the data active means activation above about 52%; inconclusive means no clear call, values can overlap the other calls
The depositor's hits bear a star.

What do the screens show for `CC1(C)Cc2cccc(C(=O)N3CCC(c4c[nH]c5ccccc45)CC3)c2O1`?
p53 PUMA act: -6

What do the screens show for `O=C(C[C@H]1C[C@H]2c3cc(NC(=O)C4CCC4)ccc3O[C@H]2[C@H](CO)O1)NCC(F)(F)F`?
p53 PUMA act: 2

Results for C[C@@H]1CCCCO[C@H](CN(C)C(=O)Cc2ccccc2)[C@@H](C)CN([C@H](C)CO)C(=O)c2cc(NS(C)(=O)=O)ccc2O1 ?
p53 PUMA act: -7

How did C[C@H]1CN([C@@H](C)CO)C(=O)Cc2cc(NC(=O)NC3CCCCC3)ccc2O[C@H]1CN(C)S(=O)(=O)c1ccc(F)cc1 do in these assays?
STK33 kin inh: -6

How did COc1ccc(S(=O)(=O)N(C)C[C@@H]2OCCCC[C@@H](C)Oc3ccc(NS(=O)(=O)c4ccc(C)cc4)cc3C(=O)N([C@H](C)CO)C[C@@H]2C)cc1 do in these assays?
STK33 kin inh: 0

Results for C[C@H]1CN([C@@H](C)CO)C(=O)c2cc(NS(=O)(=O)c3ccccc3)ccc2O[C@H]1CN(C)S(C)(=O)=O ?
STK33 kin inh: -1

How did C[C@H]1CN([C@@H](C)CO)C(=O)c2cc(NC(=O)Nc3ccc(C(F)(F)F)cc3)ccc2O[C@@H]1CN(C)Cc1ccc(C(=O)O)cc1 do in these assays?
STK33 kin inh: -1

How did C[C@@H]1CN([C@@H](C)CO)C(=O)c2cc(NS(=O)(=O)c3cccs3)ccc2O[C@@H](C)CCCCO[C@@H]1CN(C)C(=O)c1ccncc1 do in these assays?
p53 PUMA act: 1

How did CNC[C@H]1Oc2ccc(NC(=O)CCC(F)(F)F)cc2C(=O)N([C@H](C)CO)C[C@@H]1C do in these assays?
p53 PUMA act: -2

How did COc1ccc(NC(=O)N(C)C[C@@H]2OCCCC[C@@H](C)Oc3ccc(NC(=O)c4ccncc4)cc3C(=O)N([C@H](C)CO)C[C@@H]2C)cc1 do in these assays?
STK33 kin inh: -1

What do the screens show for `C[C@H](CO)N1C[C@H](C)[C@H](CN(C)C(=O)Nc2ccc(F)cc2)Oc2c(NS(=O)(=O)c3ccc(Cl)cc3)cccc2C1=O`?
p53 PUMA act: -11

Results for COc1ccc(S(=O)(=O)N(C)CC(=O)Nc2ccccc2F)cc1Cl ?
STK33 kin inh: -1; p53 PUMA act: 3

Quoted from the entries so far, 2 compounds:
What do the screens show for `CC1(C)Cc2cccc(C(=O)N3CCC(c4c[nH]c5ccccc45)CC3)c2O1`?
p53 PUMA act: -6

What do the screens show for `O=C(C[C@H]1C[C@H]2c3cc(NC(=O)C4CCC4)ccc3O[C@H]2[C@H](CO)O1)NCC(F)(F)F`?
p53 PUMA act: 2

Going on with the list:
How did C[C@@H]1CN([C@H](C)CO)C(=O)c2cccc(NC(=O)c3nc4ccccc4s3)c2O[C@@H]1CN(C)C(=O)NC1CCCCC1 do in these assays?
p53 PUMA act: 4

What do the screens show for `O=C(O)c1c(Br)c(Br)c(Br)c(Br)c1-c1c2ccc(=O)cc-2oc2cc(O)ccc12`?
STK33 kin inh: 5

Results for COc1ccc(-n2c(SCC(=O)Nc3cc(NC(C)=O)ccc3OC)nc3ccccc3c2=O)cc1 ?
STK33 kin inh: -3; p53 PUMA act: 12

How did COc1ccc(NC(=O)N(C)C[C@@H]2Oc3ccc(NC(=O)c4ccncc4)cc3CC(=O)N([C@@H](C)CO)C[C@@H]2C)cc1 do in these assays?
STK33 kin inh: 1

What do the screens show for `COc1ccc(CN(C)C[C@H]2Oc3ccc(NC(=O)Cc4ccccc4)cc3CC(=O)N([C@@H](C)CO)C[C@@H]2C)cc1`?
STK33 kin inh: 0; p53 PUMA act: -1

Results for COc1ccc(NC(=O)Nc2ccc3c(c2)CC(=O)N([C@H](C)CO)C[C@@H](C)[C@H](CN(C)S(=O)(=O)c2ccccc2)O3)cc1 ?
STK33 kin inh: -2

Results for COc1cc([C@H]2OC[C@](O)(Cc3ccc(O[C@@H]4O[C@H](CO)[C@@H](O)[C@H](O)[C@H]4O)c(OC)c3)[C@@H]2CO)ccc1O ?
STK33 kin inh: -3; p53 PUMA act: 9

How did C[C@@H]1CN([C@H](C)CO)C(=O)Cc2cc(NC(=O)Cc3cn(C)c4ccccc34)ccc2O[C@@H]1CN(C)S(=O)(=O)c1cccs1 do in these assays?
STK33 kin inh: 0; p53 PUMA act: -14

How did COC(=O)c1ccc(NC(=O)CSc2nc(-c3ccccc3)c(-c3ccccc3)[nH]2)cc1 do in these assays?
STK33 kin inh: 1; p53 PUMA act: -12

What do the screens show for `C[C@H](CO)N1C[C@H](C)[C@H](CN(C)C(=O)Nc2ccc(-c3cccs3)cc2)OCc2cnnn2CCCC1=O`?
STK33 kin inh: 1

How did C[C@@H]1CCCCO[C@@H](CN(C)C(=O)CCCN(C)C)[C@@H](C)CN([C@H](C)CO)C(=O)c2cc(NC(=O)NC3CCCCC3)ccc2O1 do in these assays?
STK33 kin inh: -1

Results for C[C@@H]1CN([C@H](C)CO)C(=O)Cc2cc(NC(=O)Nc3cccc4ccccc34)ccc2O[C@H]1CN(C)C(=O)Nc1ccc(F)cc1 ?
STK33 kin inh: 5

Results for Cc1noc(C)c1NC(=O)N(C)C[C@H]1OCCCC[C@H](C)Oc2ccc(NS(C)(=O)=O)cc2C(=O)N([C@@H](C)CO)C[C@H]1C ?
p53 PUMA act: 4

How did COc1ccc(CN(C)C[C@H]2Oc3c(NC(=O)NC4CCCCC4)cccc3C(=O)N([C@@H](C)CO)C[C@H]2C)cc1 do in these assays?
p53 PUMA act: 0

What do the screens show for `COc1ccc([N+](=O)[O-])cc1NC(=O)CN(C)S(=O)(=O)c1ccc(Cl)cc1`?
STK33 kin inh: 5; p53 PUMA act: 11

What do the screens show for `C[C@@H]1CN([C@H](C)CO)C(=O)c2cc(NS(C)(=O)=O)ccc2O[C@@H](C)CCCCO[C@@H]1CN(C)C(=O)c1ccncc1`?
p53 PUMA act: 10

What do the screens show for `Cc1ccc(OCC(=O)Nc2ncccn2)c(C)c1`?
STK33 kin inh: 1; p53 PUMA act: -9

Results for Cc1ccc(S(=O)(=O)Nc2ccc3c(c2)CC(=O)N([C@H](C)CO)C[C@H](C)[C@H](CN(C)Cc2ccccc2)O3)cc1 ?
STK33 kin inh: -2

How did CCc1nc2sc3c(c2c2nnc(SCC(=O)OC)n12)CCC3 do in these assays?
STK33 kin inh: -1; p53 PUMA act: 1

Results for O=c1n(-c2ccc(F)cc2)nc2n1CCCN2 ?
p53 PUMA act: 67*

What do the screens show for `COc1cccc(NC(=O)CCN2C(=O)c3ccccc3S2(=O)=O)c1`?
STK33 kin inh: -1; p53 PUMA act: 9

How did Cc1cc(NC(=O)c2ccc(N)cc2)c(N)cc1N do in these assays?
STK33 kin inh: inconclusive

How did CS(=O)(=O)N(CC(=O)O)c1ccc(Cl)cc1 do in these assays?
STK33 kin inh: -4; p53 PUMA act: -10

How did C[C@@H]1CCCCO[C@H](CN(C)S(=O)(=O)c2ccc(Cl)cc2)[C@@H](C)CN([C@H](C)CO)C(=O)c2cc(NC(=O)Nc3ccc(C(F)(F)F)cc3)ccc2O1 do in these assays?
STK33 kin inh: 1

What do the screens show for `COC(=O)c1c(NC(=S)NC(=O)CN2C(=O)c3ccccc3C2=O)sc2c1CCCC2`?
STK33 kin inh: 3; p53 PUMA act: 9

Results for CCN(CC)CC(O)Cn1c2c(c3ccccc31)CCCC2=O (configuration not stated) ?
STK33 kin inh: 1; p53 PUMA act: -8

What do the screens show for `CNC[C@@H]1Oc2ccc(NC(=O)C3CC3)cc2C(=O)N([C@@H](C)CO)C[C@H]1C`?
STK33 kin inh: 1; p53 PUMA act: 4

What do the screens show for `C[C@H]1CN([C@@H](C)CO)C(=O)c2cc(NS(C)(=O)=O)ccc2O[C@@H]1CN(C)C(=O)Nc1cccc2ccccc12`?
STK33 kin inh: -1

Results for CC(=O)c1ccc(NC(=O)CN(C)S(=O)(=O)c2ccc(Br)cc2)cc1 ?
STK33 kin inh: 0; p53 PUMA act: -32

What do the screens show for `CC(C)NC(=O)N(C)C[C@H]1OCCCC[C@H](C)Oc2ccc(NC(=O)Cc3ccccc3)cc2C(=O)N([C@H](C)CO)C[C@H]1C`?
p53 PUMA act: 7

How did Cc1noc(C)c1NC(=O)Nc1ccc2c(c1)CC(=O)N([C@H](C)CO)C[C@@H](C)[C@@H](CN(C)C)O2 do in these assays?
STK33 kin inh: -4; p53 PUMA act: -2

What do the screens show for `COc1ccccc1NC(=O)CNC(=O)c1ccccc1F`?
STK33 kin inh: -1; p53 PUMA act: 6

What do the screens show for `CC(C)NC(=O)N(C)C[C@@H]1OCc2cn(nn2)CCCC(=O)N([C@H](C)CO)C[C@@H]1C`?
STK33 kin inh: 2; p53 PUMA act: 7

How did C[C@H]1CN([C@@H](C)CO)C(=O)c2cc(NS(=O)(=O)c3cn(C)cn3)ccc2O[C@H]1CN(C)CC1CC1 do in these assays?
STK33 kin inh: 0

What do the screens show for `CC(C)C#Cc1cnc2c(c1)C(=O)N([C@H](C)CO)C[C@@H](C)[C@H](CN(C)Cc1ccccn1)O2`?
p53 PUMA act: 2

How did CN(CC(=O)Nc1ncn[nH]1)S(=O)(=O)c1cc(Cl)ccc1Cl do in these assays?
STK33 kin inh: 0; p53 PUMA act: -9

In the list so far, 5 have a thiophene ring, fused or not.
How did C[C@@H]1CN([C@@H](C)CO)C(=O)c2cc(NS(=O)(=O)c3cccs3)ccc2O[C@@H](C)CCCCO[C@@H]1CN(C)C(=O)c1ccncc1 do in these assays?
p53 PUMA act: 1

How did C[C@@H]1CN([C@H](C)CO)C(=O)Cc2cc(NC(=O)Cc3cn(C)c4ccccc34)ccc2O[C@@H]1CN(C)S(=O)(=O)c1cccs1 do in these assays?
STK33 kin inh: 0; p53 PUMA act: -14

What do the screens show for `C[C@H](CO)N1C[C@H](C)[C@H](CN(C)C(=O)Nc2ccc(-c3cccs3)cc2)OCc2cnnn2CCCC1=O`?
STK33 kin inh: 1

How did CCc1nc2sc3c(c2c2nnc(SCC(=O)OC)n12)CCC3 do in these assays?
STK33 kin inh: -1; p53 PUMA act: 1

What do the screens show for `COC(=O)c1c(NC(=S)NC(=O)CN2C(=O)c3ccccc3C2=O)sc2c1CCCC2`?
STK33 kin inh: 3; p53 PUMA act: 9

Later entries:
How did O=C(CSc1n[nH]c(-c2ccco2)n1)Nc1sc2c(c1C(=O)Nc1ccccc1)CCCC2 do in these assays?
STK33 kin inh: -1; p53 PUMA act: -8

How did CCOc1cc(C)c(S(=O)(=O)NCCN2CCOCC2)cc1C do in these assays?
STK33 kin inh: -6; p53 PUMA act: 8

Results for Cn1cc(C(c2ccccn2)c2cn(C)c3ccccc23)c2ccccc21 ?
STK33 kin inh: -1; p53 PUMA act: -6

How did C[C@@H]1CN([C@H](C)CO)C(=O)CCCn2nncc2CO[C@@H]1CN(C)S(=O)(=O)c1ccc2c(c1)OCCCO2 do in these assays?
STK33 kin inh: 1

What do the screens show for `C=CCNC(=O)[C@@H]1[C@H]2C(=O)O[C@H](c3ccccc3)[C@H](c3ccccc3)N2[C@H](c2ccccc2OCCO)[C@@]12C(=O)Nc1ccc(C#Cc3ccc(OC)cc3)cc12`?
STK33 kin inh: 11

What do the screens show for `C[C@H](CO)N1C[C@H](C)[C@H](CN(C)C(=O)Nc2cc(F)ccc2F)Oc2cc(/C=C/c3ccccc3)ccc2S1(=O)=O`?
p53 PUMA act: -21

How did C[C@@H]1CN([C@@H](C)CO)C(=O)c2cc(NC(=O)Nc3ccccc3)ccc2O[C@H]1CN(C)Cc1ccncc1 do in these assays?
p53 PUMA act: 6

What do the screens show for `CC(C)CC#Cc1cnc2c(c1)C(=O)N([C@@H](C)CO)C[C@H](C)[C@@H](CN(C)Cc1ccc3c(c1)OCO3)O2`?
p53 PUMA act: 2

Results for C[C@@H]1CN([C@@H](C)CO)C(=O)Cc2cc(NC(=O)Cc3cn(C)c4ccccc34)ccc2O[C@H]1CN(C)Cc1ccncc1 ?
p53 PUMA act: -15

How did C[C@@H]1CN([C@@H](C)CO)C(=O)c2cc(NC(=O)c3ccncc3)ccc2O[C@@H]1CN(C)C do in these assays?
p53 PUMA act: 12

How did Cc1noc(C)c1NC(=O)N(C)C[C@H]1OCCCC[C@@H](C)Oc2ccc(NS(=O)(=O)c3ccccc3)cc2C(=O)N([C@H](C)CO)C[C@@H]1C do in these assays?
STK33 kin inh: -3; p53 PUMA act: 0

Results for CNC[C@@H]1Oc2c(NS(=O)(=O)c3c(C)noc3C)cccc2C(=O)N([C@H](C)CO)C[C@@H]1C ?
p53 PUMA act: 4

Results for COc1ccc(NC(=O)N(C)C[C@H]2Oc3ccc(N(C)C)cc3CC(=O)N([C@@H](C)CO)C[C@@H]2C)cc1 ?
STK33 kin inh: -9; p53 PUMA act: 14

What do the screens show for `Cc1ccc(C(C)C)c(OCC(=O)Nc2ccc(C)cc2[N+](=O)[O-])c1`?
STK33 kin inh: -2; p53 PUMA act: -10

Results for CC(=O)/C=C/C1(O)C(C)CCC2C(C)(C)CCCC21C (configuration not stated) ?
STK33 kin inh: -3; p53 PUMA act: 6

Results for C[C@@H]1CCCCO[C@@H](CN(C)C(=O)c2ccccc2)[C@@H](C)CN([C@H](C)CO)C(=O)c2cc(NC(=O)Nc3cccc4ccccc34)ccc2O1 ?
STK33 kin inh: 5

What do the screens show for `Cc1cc(Cl)c(S(N)(=O)=O)cc1OCC(N)=O`?
STK33 kin inh: 1; p53 PUMA act: -4

What do the screens show for `Cc1onc(-c2c(F)cccc2Cl)c1C(=O)NCCc1ccc(S(N)(=O)=O)cc1`?
STK33 kin inh: 2; p53 PUMA act: -1

How did CC(=O)/C(=C\c1ccccc1)CC(=O)O do in these assays?
STK33 kin inh: 1

How did C[C@H](CO)N1C[C@H](C)[C@H](CN(C)C(=O)CN2CCOCC2)Oc2ncc(-c3cncnc3)cc2C1=O do in these assays?
p53 PUMA act: 7

Screens as filed in PubChem.

Only part of the results is shown, so the mix of outcomes need not match the whole.
